Screens as filed in PubChem BioAssay.
NCI-60 one-dose screen, 48 h, at 10 µM unless noted. Numbers give growth in % (100 = growth as untreated, 0 = no growth, -100 = all killed).
KM12: KM12 colon cancer cells; 82,000 tested, 5% active; AID 1794800
SF-539: SF-539 CNS cancer. 81,000 tested, 6.8% active
HT29: HT29 colon cancer; 81,000 tested, 7.4% active; AID 1794748
HCC-2998: HCC-2998 colon cancer; 79,000 tested, 4.7% active
SW-620: SW-620 colon cancer | 82,000 tested, 5.2% active | AID 1794795
SNB-19: SNB-19 CNS cancer cells. 81,000 tested, 2.5% active. AID 1794751
SF-295: SF-295 CNS cancer cells; 79,000 tested, 5.6% active
SNB-75: SNB-75 CNS cancer; 79,000 tested, 5% active
SF-268: SF-268 CNS cancer cells. AID 1794759. 82,000 tested, 3.1% active
Active calls of the source: *; . = not tested or not shown; [ ] = remark or other dose. How the source made its calls: active means growth percent below 10; inactive means the rest.

SMILES	KM12	SF-539	HT29	HCC-2998	SW-620	SNB-19	SF-295	SNB-75	SF-268
CC[C@H](C)[C@H](NC(=O)[C@@H](NC(=O)[C@@H](Cc1c[nH]cn1)NC(=O)[C@@H](Cc1ccccc1)NC(=O)[C@@H]1CCCN1C(=O)[C@@H](Cc1ccccc1)NC(=O)[C@H](C)NC(=O)[C@H](CCCCN)NC(=O)[C@@H](CS)NC(=O)[C@@H](Cc1ccccc1)NC(=O)[C@@H](NC(C)=O)[C@@H](C)O)[C@@H](C)CC)C(=O)N[C@H](CCCNC(=N)N)C(=O)N[C@H](CCCNC(=N)N)C(=O)N[C@H](CCCNC(=N)N)C(=O)N[C@H](CCCNC(=N)N)C(=O)N[C@H](CCCNC(=N)N)C(=O)N[C@H](CCCNC(=N)N)C(=O)N[C@H](CCCNC(=N)N)C(=O)N[C@H](CCCNC(=N)N)C(=O)O	34	79	106	97	94	.	81	91	103
Cc1ccc(S(=O)(=O)N(C(=S)OCCN2C(=O)c3ccccc3C2=O)c2ccccc2F)cc1	54	95	77	90	74	95	90	79	88
O=C(Nc1cccc([N+](=O)[O-])c1)c1ccc(C(=O)Nc2cccc([N+](=O)[O-])c2)cc1	111	110	102	123	101	106	102	80	102
CCCCCCN(CCCCCC)CC(=O)c1ccc2cc(Br)c3ccccc3c2c1	103	96	90	104	98	.	94	87	101
Cc1cc(=O)[nH]c(/C(=N/Nc2ccccc2)C(=O)c2ccc(Cl)cc2)n1	102	92	105	109	95	95	76	128	117
O=C1c2ccccc2C(=O)N1C1c2ccccc2Oc2ccccc21	101	101	92	101	92	104	96	85	94
O=C1CS/C(=N\c2nc(-c3ccccc3Cl)cc(-c3ccc(Cl)cc3Cl)n2)N1	98	103	107	101	93	101	116	77	92
CS(=O)(=O)Nc1nc2ccccc2c(=O)o1	101[100 µM]	105[100 µM]	114[100 µM]	110[100 µM]	118[100 µM]	99[100 µM]	104[100 µM]	95[100 µM]	106[100 µM]
COc1cc(CNC(=O)Cc2ccccc2[N+](=O)[O-])ccc1OCC(=O)NO	101	96	110	108	110	99	105	96	102
O=c1c2ccccc2[nH]c(=S)n1/N=C/c1ccccc1O	99	89	106	112	98	103	103	70	92
CCOC(Cn1cc([N+](=O)[O-])c(=O)[nH]c1=O)OCC	113	111	98	102	105	104	125	91	115
CCOC(=O)c1c2c(cn1Cc1ccc(OC)c([N+](=O)[O-])c1)-c1oncc1CC2	100	90	111	117	107	88	98	79	91
CC(=O)Nc1ccc(C(=O)/C=C/c2ccc(N(C)CCOS(=O)(=O)c3ccc(C)cc3)cc2)c(O)c1	78	86	83	100	84	82	92	80	96
CCOC(=O)c1c(N)c(C#N)cn1-c1ccc(Cl)cc1Cl	99	97	103	116	98	93	101	91	101
CCn1cnc2c(SC)nc(N)nc21	112	90	102	102	115	97	120	90	93
Cc1cc(Cl)ccc1Nc1nc(C(F)(F)F)ccc1C(=O)N/N=C/c1ccc(F)cc1	7.8*	25	4.5*	12	13	.	17	42	20
CSC1=Nc2c(c(C)c(C)n2CCCC(=O)NCCc2cnc[nH]2)C2=NC(=O)CN12	171	97	95	118	104	102	106	78	130
CC(C)Sc1nc(Oc2ccccc2/C=C2/SC(=O)NC2=O)c(C#N)c(-c2ccc(F)cc2)n1	101	101	124	106	103	99	102	81	97
Cc1cccc(Cl)c1NC(=O)c1cnc(Nc2cc(N3CCOCC3)cc(S(C)(=O)=O)c2)s1	88	2.2*	-68*	.	113	40	54	-50*	25
COC(=O)/C(=C\c1ccncc1)c1cccc2ccccc12	88	105	92	104	94	96	73	100	108
CN1CC(c2ccccc2)C2(SC(=NC3CCCCC3)N(Nc3ccccc3)C2=O)C12C(=O)Nc1ccccc12 (configuration not stated)	39	47	54	53	53	40	21	99	40
O=C(Nc1nc2ccc(O)cc2s1)c1ccc(C(F)(F)F)cc1	39	52	101	.	55	74	58	95	60
COC(=O)c1ccccc1C(=O)c1ccc(OC)cc1	.	113	98	101	99	98	104	85	112
O=C(Nc1cccc(Cl)c1)Nc1cccc(Cn2c(=O)[nH]c3ccc(Oc4ncccn4)cc3c2=O)c1	30	63	39	70	72	56	36	58	31
CCOC(=O)CSc1nc2nc(Cl)c(Cl)nc2[nH]1	101	103	100	109	103	108	101	109	104

Some of these compounds in order of SMILES length, high to low.
SMILES	KM12	SF-539	HT29	HCC-2998	SW-620	SNB-19	SF-295	SNB-75	SF-268
O=C(Nc1cccc(Cl)c1)Nc1cccc(Cn2c(=O)[nH]c3ccc(Oc4ncccn4)cc3c2=O)c1	30	63	39	70	72	56	36	58	31
Cc1cccc(Cl)c1NC(=O)c1cnc(Nc2cc(N3CCOCC3)cc(S(C)(=O)=O)c2)s1	88	2.2*	-68*	.	113	40	54	-50*	25
COc1cc(CNC(=O)Cc2ccccc2[N+](=O)[O-])ccc1OCC(=O)NO	101	96	110	108	110	99	105	96	102
CCOC(=O)c1c(N)c(C#N)cn1-c1ccc(Cl)cc1Cl	99	97	103	116	98	93	101	91	101
COC(=O)/C(=C\c1ccncc1)c1cccc2ccccc12	88	105	92	104	94	96	73	100	108
CCOC(=O)CSc1nc2nc(Cl)c(Cl)nc2[nH]1	101	103	100	109	103	108	101	109	104
COC(=O)c1ccccc1C(=O)c1ccc(OC)cc1	.	113	98	101	99	98	104	85	112

Continued.
SMILES	KM12	SF-539	HT29	HCC-2998	SW-620	SNB-19	SF-295	SNB-75	SF-268
COc1ccccc1/C=N/N1C(=O)CSC1=S	96	95	106	102	106	101	95	105	103
N#Cc1c(N)n2c(nc1=Nc1ccc(Cl)cc1)sc1cccc(Cl)c12	72	93	92	88	85	87	85	68	88
N#Cc1c(-c2ccco2)nc(=S)[nH]c1Cl	107	120	116	119	93	98	102	83	108
N=C(N)c1ccc(-c2ccc(-c3cc(F)cc(F)c3)o2)nc1	92	88	26	97	54	93	96	72	91
Nc1nc(-c2ccccc2)c(CCCNc2ccc(C(=O)NC(CCC(=O)O)C(=O)O)cc2)c(=O)[nH]1 (configuration not stated)	109	94	97	98	101	110	100	92	104
O=C(c1cc(=O)[nH]c(=O)[nH]1)N(CCO)CCO	103	116	122	105	92	108	114	.	102
COc1cccc(O)c1O	53	21	104	100	43	65	104	56	.
NS(=O)(=O)c1ccc(CCn2c(=O)c3cc4c(=O)n(CCc5ccc(S(N)(=O)=O)cc5)c(=O)c4cc3c2=O)cc1	99	100	96	96	107	112	100	91	99
Cc1ccc2nc(NC(=O)CSc3nc(-c4ccc(O)cc4)c(C#N)c(=O)[nH]3)sc2c1	111	102	108	112	106	99	100	95	103
CC(=O)c1ccccc1NC(=O)C(C)(c1ccccc1)c1ccccc1	85	105	91	108	93	97	86	81	93
O=S(=O)(NC1C2c3ccccc3C(c3ccccc32)C1O)c1ccc(Cl)c(Cl)c1 (configuration not stated)	99	107	102	100	104	100	98	67	88
CCCCCCN(CCCCCC)CC(=O)c1ccc2cc(Cl)c3ccccc3c2c1	98	102	90	101	98	98	89	85	92
CC(C)C[C@H](NC(=O)Cn1ccc2ccccc2c1=O)B(O)O	93	16	45	72	43	77	70	97	80
CC(C)N(CCOC(=O)c1ccc([N+](=O)[O-])cc1)CCOC(=O)c1ccc([N+](=O)[O-])cc1	103	98	105	106	97	105	90	99	99
c1ccc2c(c1)Nc1ccc3ccccc3c1S2	84	75	92	97	95	94	83	71	82
Cc1ccc(NCC(=O)Nc2ccc(-c3nc4ccccc4s3)cc2)cc1	99	97	107	83	107	90	103	100	87
COc1cc(OC)c(/C=C/S(=O)(=O)Cc2ccc(OC)c(NC(=O)CCC(=O)NO)c2)c(OC)c1	7.2*	-4.8*	3.2*	10	22	23	8.2*	32	30
COc1ccc(-c2nc3c(-c4ccccc4)c(Nc4ccccc4)nn3c(N)c2C#N)cc1	68	84	74	101	91	93	84	68	84
CN(C)CCCn1c2c(c3ccc(-c4ccn[nH]4)cc3c1=O)C(=O)c1ccccc1-2	18	46	16	54	37	23	1.3*	53	45
C=CCNC(=S)Nc1cccc(C(F)(F)F)c1	104	97	115	125	103	106	99	97	111
Cc1ccc(S(=O)c2ccc([N+](=O)[O-])c3nonc23)cc1 (configuration not stated)	109	106	94	116	29	117	119	112	105

Exported with each value named: part of the list above.
> O=S(=O)(NC1C2c3ccccc3C(c3ccccc32)C1O)c1ccc(Cl)c(Cl)c1 (configuration not stated)
- KM12: 99
- SF-539: 107
- HT29: 102
- HCC-2998: 100
- SW-620: 104
- SNB-19: 100
- SF-295: 98
- SNB-75: 67
- SF-268: 88

> CN(C)CCCn1c2c(c3ccc(-c4ccn[nH]4)cc3c1=O)C(=O)c1ccccc1-2
- KM12: 18
- SF-539: 46
- HT29: 16
- HCC-2998: 54
- SW-620: 37
- SNB-19: 23
- SF-295: 1.3*
- SNB-75: 53
- SF-268: 45

Hits appear at their usual frequency. About 11% of those tested had a hit in this group.
